PLCg1 inh: PLC-gamma1 (human) inhibition, primary screen. P19174. purified PLC-gamma1, fluorogenic substrate, fluorescence. inhibition, % at 12.2 µM. actives 0.84% (n = 370,000); in the data active means inhibition above about 9.5%
SMARCA2 activ: increases SMARCA2 function in MMTV reporter cells | MG213 cells, MMTV-luciferase reporter, dexamethasone, overnight | activation, % at 9.1 µM | actives 1% (n = 370,000); in the data active means activation above about 7.8%;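 further: 0% = vehicle wells and 100% = reference activator wells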
hgDAF-12 ag: activates the H. glycines DAF-12 receptor ligand-binding domain | HEK293 GAL4-hgDAF12 UAS-luciferase reporter, agonist luminescence; normalized to butyrate control | activation, % at 6.8 µM | actives 1.8% (n = 370,000) | AID 687014;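 active means activation above a cutoff set at the mean of all screened compounds plus 3 SD, cut at about 10% in these data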;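 further: 0% = DMSO wells and 100% = sodium butyrate wells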
hcDAF12 agonist: H. contortus DAF-12 activation, primary screen. activation, % at 6.8 µM. actives 1.4% (n = 370,000). HEK293 hcDAF-12 lit1-tk-luc reporter, luminescence; 0% DMSO, 100% Δ7-dafachronic acid;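 active means activation above the mean of all tested compounds plus 3 SD, cut at about 5.5% in these data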;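 further: 100% = response to 3 µM Δ7-dafachronic acid high control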
DAX1 inh-1: inhibitors of human orphan nuclear receptor DAX1 (NR0B1); HEK293 Gal4-DAX1 luciferase reporter, luminescence; inhibition, % at 6.75 µM; actives 0.99% (n = 340,000); AID 504766;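 active means inhibition above the mean over all tested compounds plus 3 SD, cut at about 4.2% in these data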;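 further: 0% = DAX1-transfected cells with DMSO and 100% = empty-vector control cells with DMSO; inhibition shows as a rise in luminescence from relieved DAX1 repression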
ADAM17 inh: inhibitors of human ADAM17; P78536; recombinant ADAM17, EDANS/DABCYL FRET peptide cleavage; inhibition, % at 6.95 µM; actives 0.83% (n = 370,000);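 active means inhibition above the mean of compounds lying between control limits plus 3 SD, set per campaign, cut at about 8.5% in these data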;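 further: 0% = DMSO-only wells as the low control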
Rev-erbA mod: Rev-erb alpha (human) modulation; P20393; Rev-erbα–FITC-DNA binding, fluorescence polarization, 90 min; activity, % at 10 µM; actives 0.79% (n = 370,000);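 active means activity above about 14%, limit read from the data; passing the limit was not always enough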;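 further: 0% = DMSO wells with 35 nM protein and 100% = DMSO wells with 750 nM protein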
Target sequence (P20393 whole entry, looked up): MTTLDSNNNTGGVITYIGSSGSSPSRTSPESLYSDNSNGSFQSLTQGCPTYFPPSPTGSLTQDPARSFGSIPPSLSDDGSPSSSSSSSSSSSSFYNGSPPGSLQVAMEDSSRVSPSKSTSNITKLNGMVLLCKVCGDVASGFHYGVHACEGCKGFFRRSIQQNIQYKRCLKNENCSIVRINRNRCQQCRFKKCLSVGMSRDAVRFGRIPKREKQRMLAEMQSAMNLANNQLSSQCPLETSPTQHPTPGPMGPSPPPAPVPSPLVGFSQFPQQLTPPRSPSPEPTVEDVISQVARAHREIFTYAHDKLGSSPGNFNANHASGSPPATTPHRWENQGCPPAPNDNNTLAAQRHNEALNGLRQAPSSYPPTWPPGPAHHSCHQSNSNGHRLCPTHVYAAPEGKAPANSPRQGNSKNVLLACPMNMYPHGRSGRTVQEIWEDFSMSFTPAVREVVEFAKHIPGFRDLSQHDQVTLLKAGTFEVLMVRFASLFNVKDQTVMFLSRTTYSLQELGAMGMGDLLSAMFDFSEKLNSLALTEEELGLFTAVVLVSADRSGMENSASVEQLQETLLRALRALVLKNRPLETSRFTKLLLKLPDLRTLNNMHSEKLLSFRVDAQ
PLC-beta3 inh: blocks human PLC-beta3 enzyme activity. inhibition, % at 12.2 µM. Q01970. Purified PLC-beta3, fluorogenic substrate, fluorescence. actives 0.18% (n = 370,000). AID 720704; in the data active means inhibition above about 11%;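 further: 0% = median of compound wells on plate and 100% = full blocker control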
MBD2 inh: blocks human MBD2 binding to methylated DNA; Q9UBB5; TR-FRET, MBD2 binding to methylated oligonucleotide; inhibition, % at 4.4 µM; actives 0.31% (n = 370,000); AID 686964; in the data active means inhibition above about 13%
Target sequence (Q9UBB5 whole entry, looked up): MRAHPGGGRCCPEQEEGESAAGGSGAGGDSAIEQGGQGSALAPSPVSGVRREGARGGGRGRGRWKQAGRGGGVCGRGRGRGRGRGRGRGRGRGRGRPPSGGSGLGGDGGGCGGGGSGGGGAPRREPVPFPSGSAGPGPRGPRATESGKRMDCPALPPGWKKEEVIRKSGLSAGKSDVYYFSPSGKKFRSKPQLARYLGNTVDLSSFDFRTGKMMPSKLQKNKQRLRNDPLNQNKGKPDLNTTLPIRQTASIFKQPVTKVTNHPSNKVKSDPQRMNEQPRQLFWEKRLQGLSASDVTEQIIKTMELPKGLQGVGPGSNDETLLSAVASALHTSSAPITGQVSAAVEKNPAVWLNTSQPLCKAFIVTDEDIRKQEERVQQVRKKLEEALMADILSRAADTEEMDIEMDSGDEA
ssDAF-12 act: activators of S. stercoralis DAF-12 nuclear receptor; HEK293 ssDAF-12/GRIP1 lit1-tk-luc reporter, luminescence; % of 3 µM dafachronic acid response; activation, % at 6.8 µM; actives 1% (n = 370,000);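 active means activation above the mean over all tested compounds plus 3 SD, cut at about 0.9% in these data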;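 further: 0% = DMSO-only wells and 100% = 3 µM delta7-dafachronic acid wells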
DAX1 inh-2: blocks DAX1 repression of SF-1 activated StAR promoter. AID 652010. HEK293T StAR-luciferase reporter, SF-1/DAX-1 repression relief. inhibition, % at 6.8 µM. actives 1.1% (n = 370,000);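 active means inhibition above the mean over all tested compounds plus 3 SD, cut at about 3.6% in these data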;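 further: 0% = DAX-1 cells with DMSO and 100% = cells lacking DAX-1 with DMSO; higher inhibition means more luminescence from relief of DAX-1 repression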
* = called active by the depositor; nt = not tested or not shown; & = joins results of further samples.

Values run as follows: PLCg1 inh	SMARCA2 activ	hgDAF-12 ag	hcDAF12 agonist	DAX1 inh-1	ADAM17 inh	Rev-erbA mod	PLC-beta3 inh	MBD2 inh	ssDAF-12 act	DAX1 inh-2
CCOC(=O)Cc1c(C)nc2c(-c3ccc(Cl)cc3)c(C)[nH]n2c1=O
 : -7	0	0.5	0.9	1.4	-6	1	-8	1	-1.5	-0.1
CCCCNC(=O)c1cccc(C(=O)NCCCC)c1
 : 0	-3	-0.3	-1.3	-0.8	1	-3	5	-8	-1.2	0.2
COc1ccc([C@H]2C(C(=O)O)=C[C@@H](C(C)(C)C)N2S(=O)(=O)c2ccc(C)cc2)cc1OC
 : 0	-3	1.0	-0.6	0.5	-1	-1	0	7	-1.4	-1.5
CCOc1ccc(S(=O)(=O)N(CC)CC(=O)NCc2cccnc2)cc1
 : 1	-4	-1.7	0.0	1.0	-4	10	-7	2	-1.0	0.5
CC(C)Oc1cccc(C(=O)NC(=S)Nc2cccc(NC(=O)c3ccccc3Cl)c2)c1
 : 7	-3	0.6	-0.5	-0.6	6	0	3	4	-1.1	0.0
Cc1ccc(C(=O)Nc2cccc(C(F)(F)F)c2)cc1NC(=O)c1nccn1C
 : 0&1	6&2	-0.7&2.1	2.8&-0.7	-1.1&-0.2	1&-5	20*	-1&0	3&-4	-1.4&-0.9	1.1&-0.4
Cc1cccc(C)c1NC(=O)CN(C)C(=O)c1cccc(S(=O)(=O)N2CCN(c3ccccc3)CC2)c1
 : 8	-2	-0.9	-2.5	-0.7	-1	-7	-3	3	-1.1	-2.8
CCOC(=O)CSc1nnc(NC(=O)C2CC(=O)N(c3ccc(F)cc3)C2)s1 (stereo not drawn)
 : -4	-1	1.1	-1.3	0.5	3	-10	-10	1	-0.7	0.3
COc1cc(N(C(C)=O)c2ccc(O)c(C(=O)O)c2)c2ncccc2c1
 : -18	-4	-0.4	0.8	2.1	4	-1	-30	-7	-0.4	-0.5
CC(C)CC1NC(=S)N(Cc2ccccc2)C1=O (stereo not drawn)
 : 3	-1	1.5	-0.4	1.2	0	3	4	3	-0.8	0.0
O=C(C[C@H]1CC[C@@H]2[C@H](COC[C@H](O)CN2Cc2cccc(C(F)(F)F)c2)O1)NCCc1ccccc1
 : -3	1	-0.3	2.3	nt	-3	-2	-3	-1	-0.8	-0.4
Cc1cccc(N2CCN(Cc3nc(-c4cccc(Cl)c4)oc3C)CC2)n1
 : -4	-3	-1.2	-1.4	-1.5	-2	0	-2	-2	-0.3	0.2
CCN1CCN(C(=S)NC(=O)c2cccc(Br)c2)CC1
 : 1	1	0.6	-1.5	-1.0	-4	3	-2	2	-1.4	-0.5
CC1(C)CC(=O)CC(=Nc2ccc(C(=O)O)cc2)C1
 : -28	0	1.0	-0.1	-0.1	-10	3	-35	2	-0.9	-0.1
CCCN1CNc2c(c(=O)[nH]c(=S)n2CCc2c(Cl)cccc2Cl)C1
 : 0	nt	-1.6	-1.7	nt	-5	0	-4	8	-1.1	nt
Cn1nc(-c2ccccc2)c(-c2nc(-c3ccccc3Cl)no2)c1Cl
 : -3	-3	2.8	0.1	0.5	-5	2	-2	-1	-0.9	-0.7
CCCn1nnnc1NC(=O)COc1ccc(Br)cc1
 : -3	0	1.2	-1.0	0.9	0	5	2	-1	-0.8	-0.2
Cc1ccccc1Cn1cc(S(=O)(=O)CC(=O)N2CCCCC2)c2ccccc21
 : 2	-2	-0.9	1.2	-0.5	2	9	0	2	-0.7	-0.4
O=C(COC(=O)c1cnccn1)NCc1ccccc1
 : 1	1	-1.3	0.0	1.3	-4	-6	0	1	-1.6	-0.7
Cc1cccn2c(=O)c3cc(C(=O)NC4CCCC4)n(C)c3nc12
 : -279	-2	2.5	-3.4	0.2	-111	-2	-410	-2	-1.7	0.1
O=C(c1cccc(S(=O)(=O)N2CCOCC2)c1)N(Cc1nnc(-c2ccccc2Cl)o1)C1CC1
 : 1	-2	1.0	-1.6	-0.9	0	-2	-4	-9	-1.4	-1.7
Nc1cc(Cl)nnc1Cl
 : 3	-2	0.6	1.1	-0.2	5	1	-5	-2	-1.3	0.2
COc1ccc(-c2nn(-c3ccccc3)cc2C(=O)N/N=C/c2ccc([N+](=O)[O-])o2)cc1
 : -2	2	-0.4	1.6	-0.4	-4	-2	-1	-2	-0.6	-0.5
CCOc1ccc(C(C)=O)cc1COC(=O)c1ccc2c(c1)NC(=O)CS2
 : 2	-2	-2.9	-2.8	0.8	5	-2	-4	-4	-2.1	-3.9
O=S(=O)(c1cnc[nH]1)N1CCN(c2ccc(F)cc2)CC1
 : 2	-2	1.7	0.0	2.0	-2	-1	-4	-3	-0.6	0.8
Cc1ccc(C(=O)NCCC2=CCCCC2)cc1S(=O)(=O)N1CCCCC1
 : 5	-2	-1.2	-1.2	-2.0	1	4	-1	1	-1.5	-4.4
Cc1cc(C)c(S(=O)(=O)N2CCOC2CNC(=O)C(=O)NCc2cccnc2)c(C)c1 (stereo not drawn)
 : -1	-2	1.2	0.8	1.0	-2	-6	0	-4	-0.5	-0.3
CCn1cc(C2=NCCO2)c2ccccc21
 : 0	1	0.4	-0.8	-0.1	-1	-3	6	-4	-1.0	0.0
CSCCNC(=O)c1cccc(Cl)c1
 : 1	-3	1.3	-1.6	0.4	-7	3	3	-2	-1.0	-0.4
CCN(CC)S(=O)(=O)c1ccc(N2CCOCC2)c(NC(=O)CCOc2ccccc2)c1
 : 6	-2	-3.0	-1.3	-1.1	-6	-1	-9	4	-1.4	-0.5
CC(=O)/C(=N/Nc1cccc(Cl)c1)N1CCOCC1
 : 1	-2	-0.4	1.4	-0.9	5	3	0	-1	-1.0	-0.4
COCCN(C(=O)COC(=O)C1(C)CC1(Cl)Cl)c1c(N)n(Cc2ccccc2)c(=O)[nH]c1=O (stereo not drawn)
 : 0	5	-1.8	-1.9	0.2	-2	1	-5	3	-0.8	-1.0
COc1ccccc1N(CC(O)CN1CCCC1)S(=O)(=O)c1ccccc1 (stereo not drawn)
 : -1	-3	-0.9	-0.9	0.9	0	5	0	-5	-1.4	0.3
CSc1nc(C)c2c(n1)N(c1ccc(C(F)(F)F)cc1)CC2
 : 1	0	-1.3	-0.6	1.0	-1	23*	7	3	-0.5	0.2
Oc1c(Cl)cc(Cl)cc1C=Nc1ccc(N2CCOCC2)cc1
 : -126	-2	-2.5	0.9	-0.9	-6	6	-181	3	-0.9	-0.3
COC(=O)c1ccc(Cn2nnc3ccccc3c2=O)o1
 : -7	6	5.0	-0.1	1.6	-2	-2	-6	-5	-0.7	1.1
O=C(O)c1sccc1S(=O)(=O)N1CCCCC1
 : -1	-4	0.5	0.7	0.4	-4	-5	2	-1	-1.3	0.0
CCCc1cc(=O)[nH]c(SC(C)C(=O)N2c3ccccc3CC2C)n1 (stereo not drawn)
 : 3	-3	-2.8	-1.1	0.7	-2	-7	-4	4	-1.4	0.6
CCOC(=O)N1CCN(C(=O)c2cn(CC)c3ccc(S(=O)(=O)N4CCCC4)cc3c2=O)CC1
 : -1	-3	-0.1	-0.9	0.7	-4	4	-1	-7	-1.4	-0.2
CC12CCC(C(=O)NCc3ccc(Cl)cc3)(OC1=O)C2(C)C (stereo not drawn)
 : 0	-2	-1.1	-1.2	1.5	-4	-2	2	1	-0.9	-0.8
Cc1ccc2oc(=O)c3cnn(CC(=O)N4CCCCCC4)c3c2c1
 : 1	-1	1.4	1.9	2.9	1	11	2	-4	-1.3	-0.2
COc1ccc(/C(N)=N/OC(=O)C2CCC(=O)N2S(=O)(=O)c2ccc(C)cc2)cc1OC (stereo not drawn)
 : -1	0	0.9	0.6	-0.1	0	-2	0	1	-1.4	0.1
Nc1ccc(S(=O)(=O)c2cc(O)c3ccccc3c2O)cc1
 : 1	3	-3.4	2.9	1.2	0	-3	-4	-14	-0.1	-1.3
CCCCOC(=O)c1cccc(NC(=O)CC)c1
 : 4	-1	1.9	-1.3	-1.1	2	-3	3	-4	-0.6	0.2
COc1cc(NC(=O)CN2C(=O)NC(C)(CC(C)C)C2=O)cc(OC)c1 (stereo not drawn)
 : 6	0	-1.2	-1.6	-1.3	-3	1	-2	-1	-1.3	-0.5
COc1cccc(-c2cc(C(F)(F)F)nc(N3CCN(c4ccccc4)CC3)n2)c1
 : 1	-1	-0.9	-1.6	0.3	-3	6	2	4	-0.8	0.4
Cc1cccc(OCCNC(=O)CCNS(=O)(=O)c2ccc3ccccc3c2)c1
 : 1	-2	0.8	-1.1	0.4	-3	9	-8	1	-0.9	0.1
O=C(NNC(=O)C1CC1)c1ccc(F)cc1F
 : -18	-3	0.1	-0.9	-0.3	-6	6	1	-1	-1.2	-0.1
Cc1cccc(N(NC(=O)C(C)(C)O)C(=O)c2ccccc2)c1
 : -1	1	0.4	1.9	1.5	-2	1	2	0	-0.8	-0.4
O=C(CCN1C(=O)c2ccccc2C1=O)Nc1cc(F)ccc1F
 : 2	-2	1.3	-1.1	0.0	-3	0	3	3	-1.1	-0.4
Cc1c(NC(=O)c2noc3c2CCc2ccccc2-3)c(=O)n(-c2ccccc2)n1C
 : 2	3	1.2	1.1	0.5	-4	9	-3	3	-1.1	-0.6
O=C(CSc1nnc(-c2ccco2)n1CC1CCCO1)N1CCCCC1 (stereo not drawn)
 : 0	-3	-1.8	-1.2	-0.7	-2	-6	0	4	-0.7	0.3
Cc1cc(NC(=O)COC(=O)C(C)Oc2ccc(Cl)cc2Cl)no1 (stereo not drawn)
 : -4	0	2.4	-1.1	-0.4	1	3	-3	-2	-0.8	0.2
COc1ccc(C(CC(=O)c2ccc(C)cc2)Nc2ccc([N+](=O)[O-])cc2)cc1 (stereo not drawn)
 : 3	-5	1.4	-1.0	-0.6	14*	2	2	-5	-1.8	-1.1
CCn1c(=O)c2sccc2n2c(CCCC(=O)N3CCN(c4ccccn4)CC3)nnc12
 : -3	-1	-4.8	-1.4	0.2	-4	5	-6	-3	-0.7	0.9
O=C(Nc1ccc(C(=O)N2CCCC2)cc1)C1CC1
 : 0	-1	0.9	2.1	-0.3	-4	8	0	-1	-0.6	2.6
COc1ccc(CC2CCN(c3ncnc4sccc34)CC2)cc1
 : -1	nt	-6.7	-5.4	nt	0	-3	-7	0	-2.2	nt
CCN(C[C@H]1N[C@@](CC)(C(=O)OC)[C@H]2C(=O)N(C)C(=O)[C@@H]12)S(=O)(=O)c1ccc(F)cc1
 : 1	-4	-1.3	-1.1	-1.6	-5	0	1	-1	-1.0	-0.4
CCCOc1cccc(NC(=O)c2cc(C)oc2C)c1
 : 7	2	-0.9	-3.1	-0.4	7	1	3	-2	-0.8	-1.3
O=S(=O)(N1CCCCC1)N1CCN(c2ccc(F)cc2)CC1
 : 1	1	-0.2	-0.5	-0.4	1	2	1	-8	-1.9	0.3
